# Screening data deposited in PubChem BioAssay by NMMLSC.
# AGP1-GFP MLPCN: alters AGP1-GFP fluorescence in TOR pathway yeast screen | S. cerevisiae AGP1-GFP multiplex flow cytometry, 3 h; GFP as percent of DMSO wells | GFP response vs DMSO, % at 10 µM | actives 0.02% (n = 320,000);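 active = GFP response relative to DMSO above a set limit, near screen average plus 3 SD, cut at about 150% in these data; inconclusive = fewer than 70 cells counted for the yeast strain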;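 note: median GFP channel fluorescence of the gated AGP1 strain per well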
# Yeast superoxide: lowers age-related superoxide in aged yeast cells; S. cerevisiae aged cells, superoxide DHE fluorescence; stronger effect = lower value; superoxide response (% of plate mean), % at 10 µM; actives 0.18% (n = 330,000);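 active = superoxide response under a set limit, about three screen SD below normal, cut at about 65% in these data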;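 note: yeast aged for seven days with compound at 30 °C before DHE staining; 100% = average MFI of all compound-treated wells on the plate with controls excluded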
# MEP2-GFP yeast: yeast TOR pathway MEP2-GFP modulation | AID 2016 | GFP response vs DMSO, % at 10 µM | actives 0.51% (n = 330,000) | S. cerevisiae MEP2-GFP strain, flow cytometry GFP, 3 h; 100% = DMSO control level;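 active = GFP response versus DMSO above a set limit, roughly screen mean plus 3 SD, cut at about 180% in these data; inconclusive = fewer than 70 cells counted for a yeast strain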;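 note: median GFP fluorescence of the barcode-gated MEP2-GFP cells per well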
# CIT2-GFP yeast: yeast TOR pathway CIT2-GFP modulation. S. cerevisiae CIT2-GFP strain, flow cytometry, 3 h; 100 means same as DMSO wells. GFP response vs DMSO, % at 10 µM. actives 0.065% (n = 320,000). AID 2029;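 active = GFP response relative to DMSO above a set limit, near the screen mean plus 3 SD, cut at about 150% in these data; inconclusive = Fewer than 70 cells measured for a yeast strain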;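 note: ratio of well median GFP fluorescence to mean of DMSO wells on the plate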
# VLA-4 inh: inhibition in a human VLA-4 binding assay. P13612. actives 0.2% (n = 330,000). inhibition, % (about 7 µM as worked out from the volumes in the protocol). VLA-4 expressing cells, ligand binding flow cytometry; in the data active = inhibition above about 50%
# RPL19A-GFP yeast: yeast TOR pathway RPL19A-GFP modulation. percent response vs DMSO, % at 10 µM. S. cerevisiae RPL19A-GFP strain, flow cytometry, 3 h; stronger effect = lower value. actives 0.3% (n = 330,000);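 active = percent response vs DMSO below 50%; inconclusive = fewer than 70 events counted for the yeast strain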;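 note: median channel GFP fluorescence of the barcoded RPL19A-GFP strain; ratio of sample median GFP to plate DMSO average so 100% = DMSO; lower means less RPL19A-GFP as with rapamycin TOR inhibition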
# LAP4-GFP MLPCN: alters LAP4-GFP fluorescence in TOR pathway yeast screen | S. cerevisiae LAP4-GFP multiplex, flow cytometry GFP, 3 h; median GFP as percent of DMSO wells | GFP response vs DMSO, % at 10 µM | AID 2023 | actives 0.34% (n = 320,000);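 active = GFP response vs DMSO above a set limit, about the screen mean plus 3 SD, cut at about 150% in these data; inconclusive = under 70 cell events counted for the yeast strain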
# GRK2 aptamer HTS: blocks RNA aptamer binding to human GRK2; P25098; bead flow cytometry, FAM-aptamer displacement from GRK2; inhibition of aptamer binding, % at 10 µM; actives 0.59% (n = 330,000);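 active = inhibition of aptamer binding above 40%, roughly 3 SD of noise, on plates passing a quality check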;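 note: median bead fluorescence of bound FAM aptamer so fluorescent compounds give negative values; no value below 0 was filed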
# Target sequence (P25098 whole entry, looked up): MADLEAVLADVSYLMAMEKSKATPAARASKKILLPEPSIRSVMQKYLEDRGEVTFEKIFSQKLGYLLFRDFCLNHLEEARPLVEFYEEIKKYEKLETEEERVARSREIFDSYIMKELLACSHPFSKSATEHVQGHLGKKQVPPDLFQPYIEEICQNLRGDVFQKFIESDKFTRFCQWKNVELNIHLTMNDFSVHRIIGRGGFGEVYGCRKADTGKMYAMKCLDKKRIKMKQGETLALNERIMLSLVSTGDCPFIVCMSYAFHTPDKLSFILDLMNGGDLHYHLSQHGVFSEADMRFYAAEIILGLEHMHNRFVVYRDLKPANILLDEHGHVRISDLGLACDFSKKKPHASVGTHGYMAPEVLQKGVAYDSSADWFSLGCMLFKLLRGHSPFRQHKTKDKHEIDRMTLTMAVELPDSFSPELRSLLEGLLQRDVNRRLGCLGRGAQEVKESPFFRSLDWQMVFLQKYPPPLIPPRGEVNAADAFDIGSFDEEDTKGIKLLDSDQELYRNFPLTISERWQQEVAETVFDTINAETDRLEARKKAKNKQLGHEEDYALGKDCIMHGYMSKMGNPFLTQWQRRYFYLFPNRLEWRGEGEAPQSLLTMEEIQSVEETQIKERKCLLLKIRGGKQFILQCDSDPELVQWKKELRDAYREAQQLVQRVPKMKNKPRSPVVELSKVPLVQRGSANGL
# The depositor's hits bear a star; ? = inconclusive; · = no result given; [ ] = remark or other dose.
SMILES,AGP1-GFP MLPCN,Yeast superoxide,MEP2-GFP yeast,CIT2-GFP yeast,VLA-4 inh,RPL19A-GFP yeast,LAP4-GFP MLPCN,GRK2 aptamer HTS
CC(C)(O)[C@@H]1[C@@H]2C[C@@]3(CC[C@]4(C)C(CCC5[C@@]6(C)CC[C@H](O)C(C)(C)C6CC[C@]54C)[C@@H]13)C(=O)O2 (stereo partly specified),95,77,89,88,17,94,95,0
O=C1NC2(CCc3ccccc3C2)C(=O)N1CCOc1cccc(Cl)c1 (stereo unspecified),92,100,140,93,-14,100,125,0
CC(C)(O)/C=C/C(=O)[C@](C)(O)C1[C@H](O)C[C@@]2(C)C3CC=C4C(C=C(O[C@@H]5O[C@H](CO)[C@@H](O)[C@H](O)[C@H]5O)C(=O)C4(C)C)[C@]3(C)C(=O)C[C@]12C (stereo partly specified),118,125,98,115,-4,109,116,3
O=S(=O)(NCc1ccco1)c1ccc(S(=O)(=O)N2CCCC2)cc1,101,97,116,·,5,88,93,0
c1ccc(CSc2nnc(-c3cccs3)o2)cc1,89,81,92,91,-2,91,119,3
C/C(=N/NC(=O)CN1CCN(S(=O)(=O)c2ccc(C)cc2)CC1)c1cccc(O)c1,92,101,105,84,-3,96,96,7
CC(=O)N1CCN(C(=O)CCNS(=O)(=O)c2ccccc2)CC1,103,103,106,97,9,105,104,4
Cc1ccc(SCc2nc3ccccc3n2CC(=O)Nc2ccc(Cl)cc2)cc1,109,112,103,96,0,100,100,1
COc1cccc(NC(=O)C2CC(=O)n3cnnc3S2)c1 (stereo unspecified),97,98,87,95,3,101,130,2
COc1ccccc1CN1CC(C(=O)N2CCN(c3ccc(F)cc3)CC2)CC1=O (stereo unspecified),101,111,102,97,4,97,99,2
Nc1c(C(=O)N2CCCCC2)sc(=S)n1-c1ccccc1,103,98,105,107,15,104,114,34
C/C=C/C(=O)OCC(=O)Nc1cccc(S(=O)(=O)NC2=NCCCCC2)c1,94,110,93,92,-14,94,96,0
COc1cc(/C=N/NC(=O)c2ccoc2C)ccc1O,35,88,116,103,22,102,77,3
Cc1ccc(NS(=O)(=O)c2ccc3c(c2)OCCCO3)cc1S(=O)(=O)N1CCOCC1,102,101,105,98,7,99,103,0
O=C(O)[C@H](CSCc1ccccc1)NS(=O)(=O)c1ccc(F)cc1,88,91,93,90,4,98,79,3
O=C1NC2(CCCC2)C(=O)N1CCS(=O)(=O)Oc1ccccc1,98,98,92,94,6,97,98,1
COCC(C)NC(=O)c1ccc2nc(-c3ccccc3)c(-c3ccccc3)nc2c1 (stereo unspecified),103,104,111,103,9,109,105,1
N#Cc1c(N)nc2c(c1-c1ccccc1)CCCC2,93,101,101,116,22,99,81,15
Oc1ccc(N=Nc2ccccc2-c2nn[nH]n2)c(O)c1,120,98,99,111,1,97,119,2
O=[N+]([O-])c1ccc(NCCOc2ccccc2Cl)nc1,109,96,103,103,7,102,94,4
COC(=O)c1ccc(CS(=O)(=O)c2ccc(F)cc2)o1,142,98,536*,149,2,66,152*,6
Cc1cc(C)c(S(=O)(=O)N2CCCCCC2)cc1Br,83,98,90,84,-3,84,87,0
C/C(=N\Nc1c(F)c(F)c(Br)c(F)c1F)c1ccncc1,103,107,110,108,3,106,92,2
COc1cc(CC(=O)N(C)CC(=O)Nc2ccc(Cl)c(C(F)(F)F)c2)cc(OC)c1OC,105,83,102,107,8,99,101,0
COc1ccc(NC(=O)CCN2C(=O)C3C4C=CC(C4)C3C2=O)cc1 (stereo unspecified),98,104,104,106,-6,100,96,0
N#CC(Nc1ccccc1)c1ccccc1OCc1ccccc1 (stereo unspecified),103,99,102,95,3,105,113,0
COc1ccc(-n2nc3c(c2NC(=O)c2ccc4c(c2)OCO4)CS(=O)(=O)C3)cc1,103,91,104,105,10,100,101,1
O=C1Nc2ccccc2C1=Nc1ccc(Br)cc1,100,95,103,92,1,98,99,0
Cc1nc2cc(-c3cccc(F)c3)nn2c(C)c1CCC(=O)NC(C)CCc1ccco1 (stereo unspecified),97,99,86,81,24,98,95,0
Cc1ccc(-c2cc3nc4c(c(=O)n3[nH]2)CCCC4)cc1,105,109,90,102,1,97,90,1
CN1C(=O)c2cccc3c(S(=O)(=O)NCc4ccco4)ccc1c23,102,99,100,106,0,98,100,0
COc1ccc(-c2[nH]ncc2CN2CCN(c3ccccn3)CC2)c(OC)c1,110,90,97,91,2,101,94,0
COc1ccc(-c2nc(SCC(=O)N3CCOCC3)n[nH]2)cc1,109,86,112,113,-22,108,107,7
CCCCn1nc(C(=O)NCC(c2cccs2)N2CCOCC2)c2ccccc2c1=O (stereo unspecified),96,89,97,97,5,99,100,0
COc1ccc(C(=O)Oc2ccc3ccc(=O)oc3c2)cc1OC,91,111,99,98,13,95,91,0
Cc1c(C#N)c2ncnc(N)c2n1-c1ccccc1,106,107,122,110,-29,108,108,1
O=C(CSc1ccc2nnc(-c3ccccn3)n2n1)Nc1ccc(F)cc1,102,103,107,·,-2,101,92,0
Cc1nnc(NC(=O)C2CCN(S(=O)(=O)c3cc([N+](=O)[O-])ccc3Cl)CC2)o1,105,92,101,104,5,99,105,1
CCOc1ccc(NC(=O)C2CC(C)=C(C)CC2C(=O)O)cc1 (stereo unspecified),108,107,107,107,1,106,108,3
Nc1nc(CSc2nnnn2-c2ccc(F)c(Cl)c2)nc(N2CCOCC2)n1,98,101,99,93,-3,104,101,2
COC(=O)c1[nH]c2ccc(Cl)cc2c1NC(=O)CCN1CCOCC1,103,103,104,105,29,·,100,0
C[C@H]1CN=C(N(C)C)N1CCC1CCCC1,102,103,101,102,6,101,94,1
CCOC(=O)C1CCCN(C(=O)C2CCN(c3nnc(-n4cccc4)s3)CC2)C1 (stereo unspecified),106,105,107,98,0,102,106,0
CCCC(=O)C1=C(N(C)c2ccccc2)CC(C)(C)C(C(=O)OC)C1=O (stereo unspecified),95,97,95,90,3,95,86,1
C1CN(c2nc3nonc3nc2N2CCOCC2)CCO1,95,98,97,98,11,92,92,0
Cc1ccc(-n2nnnc2SCn2nnc3ccccc3c2=O)cc1,90,102,90,86,-3,91,112,0
CCn1c(SCC(=O)NCC2CCCO2)nnc1-c1ccc(Cl)cc1 (stereo unspecified),93,104,91,95,13,90,89,4
CN(C)C=NC(=O)c1ccc([N+](=O)[O-])c(CS(=O)(=O)c2ccc(Cl)cc2)c1,92,94,95,100,-1,95,96,3

# Next part; it opens with the two that closed the last part.
SMILES,AGP1-GFP MLPCN,Yeast superoxide,MEP2-GFP yeast,CIT2-GFP yeast,VLA-4 inh,RPL19A-GFP yeast,LAP4-GFP MLPCN,GRK2 aptamer HTS
CCn1c(SCC(=O)NCC2CCCO2)nnc1-c1ccc(Cl)cc1 (stereo unspecified),93,104,91,95,13,90,89,4
CN(C)C=NC(=O)c1ccc([N+](=O)[O-])c(CS(=O)(=O)c2ccc(Cl)cc2)c1,92,94,95,100,-1,95,96,3
COc1cc(CN2CCN(c3cccc(C)c3C)CC2)cc([N+](=O)[O-])c1O,111,97,98,114,-117,111,100,0
Cc1c(C(=O)NC(C)CCc2ccccc2)cccc1[N+](=O)[O-] (stereo unspecified),95,93,75,95,4,89,89,2
CCOc1ccc(CCNC(=O)COC(=O)Cc2c[nH]c3ccccc23)cc1OCC,98,82,91,94,-15,92,99,1
O=C(CSc1n[nH]c(=O)[nH]c1=O)Nc1ccc2c(c1)C(=O)c1ccccc1C2=O,104,163,101,101,-5,99,107,10
Cc1cccc(OCC(=O)Nc2ncn[nH]2)c1C,26[may fluoresce violet],101,152[may fluoresce violet],?,1,70[may fluoresce violet],113[may fluoresce violet],0
O=C(O)c1cccc(NC(=S)NC(=O)c2ccncc2)c1,96,92,93,90,1,93,95,4
O=C(Nc1cccc(C(=O)NC2CCCCC2)c1)c1ccccc1,99,91,100,89,13,99,96,0
Cc1ccc(S(=O)(=O)c2cn(C)c3cc(N4CCN(C)CC4)c(F)cc3c2=O)c(C)c1,104,102,97,99,6,99,109,0
COc1cc(C(=O)Cc2nc3ccccc3n2C)cc(OC)c1OC,99,111,102,106,-4,105,90,3
C#CCN(C(=O)c1ccc(OC)c(OC2CCN(C(C)C)CC2)c1)C1CCCCC1,103,89,103,108,-6,118,76,0
S=c1[nH]nc(Cc2noc3ccccc23)n1-c1ccccc1,104,120,119,106,8,100,114,0
COc1cc2c(cc1OC)-c1cc(Nc3ccc(F)cc3)nc(=O)n1CC2,102,108,96,92,2,97,101,0
COc1ccc2c(Cl)c(C(=O)NCCCn3ccnc3)sc2c1,103,101,106,100,3,99,108,0
COC(=O)c1ccc(CNC(=O)c2sccc2-c2ccccc2)cc1,101,103,89,95,-5,101,102,0
Cc1ccc(S(=O)(=O)N2CCN(C(=O)COC(=O)/C=C/c3ccccc3F)CC2)c(C)c1,104,78,100,101,36,100,100,0
O=C(NCCc1nc2ccccc2[nH]1)c1ccc([N+](=O)[O-])cc1,101,114,85,101,4,93,106,0
COc1ccc2c(c1)c(C(C)=O)c(C)n2CCc1ccc(OC)c(OC)c1,106,93,108,104,2,103,105,0
C/C(=N\NC(=O)c1cc(Br)ccc1O)c1cccs1,104,96,108,106,-4,109,84,1
O=C(COC(=O)c1c2c(nc3ccccc13)/C(=C\c1cccs1)CCC2)Nc1ccccc1Cl,103,102,110,93,-32,96,103,0
CC1CCC(NC(=O)c2cc(C3CC3)nn2-c2ccccc2)CC1 (stereo unspecified),97,104,100,97,0,97,102,2
CC1CN(CCc2ccccc2)c2nc3c(c(=O)n(C)c(=O)n3C)n2C1 (stereo unspecified),107,89,116,99,3,111,122,0
Cn1c(C(=O)OCC(=O)NCc2ccco2)cc2sccc21,96,129,96,98,7,97,100,0
CCC(CC)C(=O)c1c[nH]c(C(=O)N2CCN(c3ccc(OC)cc3)CC2)c1,95,110,94,83,5,94,99,0
Cc1ccc(CNC(=O)c2ccc(Cn3nc(C)c(Cl)c3C)o2)cc1,56,118,67,63,-10,70,66,3

# A few values from above.
# Yeast superoxide, CCC(CC)C(=O)c1c[nH]c(C(=O)N2CCN(c3ccc(OC)cc3)CC2)c1 stands at 110
# MEP2-GFP yeast, COC(=O)c1ccc(CNC(=O)c2sccc2-c2ccccc2)cc1 stands at 89
# MEP2-GFP yeast, Cc1ccc(CNC(=O)c2ccc(Cn3nc(C)c(Cl)c3C)o2)cc1 stands at 67

# Continued:
SMILES,AGP1-GFP MLPCN,Yeast superoxide,MEP2-GFP yeast,CIT2-GFP yeast,VLA-4 inh,RPL19A-GFP yeast,LAP4-GFP MLPCN,GRK2 aptamer HTS
O=C(CN1C(=O)c2ccccc2C1=O)Nc1ccccc1C(=O)NC1CCCCCC1,106,95,105,101,-2,101,97,3
CCC1Nc2ncnc(N3CCN(c4ccccc4)CC3)c2N(Cc2ccccc2)C1=O (stereo unspecified),109,115,100,101,6,104,106,0
Cc1ccc(C(=O)NC(=S)Nc2cc(-c3nc4ccccc4s3)ccc2C)cc1,96,106,97,100,14,95,100,3
CN(C)C(=O)c1c(NC(=O)c2ccco2)sc2c1CCCCC2,?,100,?,?,1,?,?,0
C/C=N/NC(=O)CCCC(=O)N/N=C/C,95,94,102,99,5,101,85,1
CCc1nc(SCc2ccc(F)cc2)[nH]c(=O)c1C#N,100,89,105,92,-3,97,109,3
COc1ccc(CSc2nc(N3CCOCC3)c3c(c2C#N)CC(C)(C)OC3)cc1,107,117,104,106,-6,104,102,0
C(=N\N1CCN(C(c2ccccc2)c2ccccc2)CC1)/c1ccc2c(c1)OCO2,85,98,88,90,0,87,92,3
COC1=C(Nc2ccc(C)cc2)C(=O)c2ccccc2C1=O,17[may fluoresce violet],121,99[may fluoresce violet],?,-6,97[may fluoresce violet],101[may fluoresce violet],0
CC(C)Oc1ccc(C(=O)NCC(=O)Nc2ccc3c(c2)CCC3)cc1,105,91,101,92,-5,101,107,0
COc1ccc2c(c1)cc1n2CCN=C1NN,94,110,99,93,-3,96,96,2
